Screening results as filed in PubChem.
HTR5A inv ag – HTR5A inverse agonists in luminescence cell assay, primary screen, counter-screen for OPRM1-OPRD1 heterodimer inverse agonist project, full-deck HTS; 5-hydroxytryptamine receptor 5A (Homo sapiens), P47898; HTR5A cell line, inverse agonism; inhibition, % at 9.3 µM; 340,000 compounds, 0.083% hits; AID 504634, 2011; in the data active = inhibition mostly above about 23%, no sharp cut-off; inactive = mostly below about 18%;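 note: 0% = cells with DMSO and 100% = no-cell wells with DMSO; some compounds called inactive have numbers as strong as hits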
Arr AP2 block – inhibitors of beta-arrestin/AP2 binding, primary screen, biochemical, GPCR trafficking, flow cytometry; beta-arrestin 1 C-terminal peptide binding to AP2 beta2-adaptin appendage (human); FITC-arrestin peptide / GST-AP2 beads; AP2 beta2 appendage carries R879A mutation; inhibition, % at 10 µM; 340,000 compounds, 0.31% hits; AID 504490, 2011;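 active = inhibition above a set limit, near 3 SD of compounds lacking own fluorescence, cut at about 54% in these data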;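 note: plate controls were DMSO wells for no effect and 5 µM unlabelled arrestin peptide for full effect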
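System: GST-AP2 R879A glutathione beads. Medium: PBS with 0.05% Tween 20 and 0.1% BSA. Also added: FITC-arrestin peptide, 50 nM. Incubation: 12 min plus 1 h, RT. Measured by: high-throughput flow cytometry of beads, ex 488, em 535 nm. Evaluation: percent drop in bead-associated FITC signal.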
V-ATPase pH – regulators of yeast V-ATPase proton pumping, primary screen, pHLuorin cytosolic pH fluorescence. 350,000 compounds, 0.37% hits. response, % at 10 µM. S. cerevisiae; in the data active = response mostly above about 7.3%, no sharp cut-off; inactive = mostly below about 5.4%; note: actives read high; inactives centre near 0; some compounds called inactive have numbers as strong as hits; reference of the scale not given here
HTR5A ag ctr – HTR5A agonists in luminescence cell assay, primary screen, counter-screen for OPRM1-OPRD1 heterodimer agonist project, full-deck HTS | cell-based | activation, % at 9.3 µM | 340,000 compounds, 0.61% hits; in the data active = activation mostly above about 9.5%, no sharp cut-off; inactive = mostly below about 7.6%;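 note: 0% = cells with vehicle only and 100% = reference agonist; strong numbers were not always called active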
OPRM1-OPRD1 inv – inverse agonists of MOR-DOR heterodimerization, primary screen, cell-based, luminescence; Mu-type opioid receptor (Homo sapiens) + Delta-type opioid receptor (Homo sapiens), …; cell-based MOR-DOR heterodimer luminescence, inverse agonism; inhibition, % at 9.3 µM; 340,000 compounds, 0.21% hits; AID 504357, 2011; in the data active = inhibition above about 22%, passing the limit was not always enough;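 note: 0% = cells with DMSO and 100% = wells without cells with DMSO; values of inactives mirror those of a sister screen read the other way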
DAGLB inhibitor – DAGLB lipase inhibitors, primary screen, biochemical, fluorescence, HTS; 340,000 compounds, 0.059% hits; AID 504411, 2011; inhibition, % at 5.17 µM; HEK293T DAGLB membrane lysate, EnzChek fluorogenic substrate; Diacylglycerol lipase-beta (Homo sapiens), Q8NCG7; in the data active = inhibition above about 34%;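 note: 0% = enzyme with vehicle and 100% = wells lacking enzyme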
Target sequence (Q8NCG7 whole entry, looked up): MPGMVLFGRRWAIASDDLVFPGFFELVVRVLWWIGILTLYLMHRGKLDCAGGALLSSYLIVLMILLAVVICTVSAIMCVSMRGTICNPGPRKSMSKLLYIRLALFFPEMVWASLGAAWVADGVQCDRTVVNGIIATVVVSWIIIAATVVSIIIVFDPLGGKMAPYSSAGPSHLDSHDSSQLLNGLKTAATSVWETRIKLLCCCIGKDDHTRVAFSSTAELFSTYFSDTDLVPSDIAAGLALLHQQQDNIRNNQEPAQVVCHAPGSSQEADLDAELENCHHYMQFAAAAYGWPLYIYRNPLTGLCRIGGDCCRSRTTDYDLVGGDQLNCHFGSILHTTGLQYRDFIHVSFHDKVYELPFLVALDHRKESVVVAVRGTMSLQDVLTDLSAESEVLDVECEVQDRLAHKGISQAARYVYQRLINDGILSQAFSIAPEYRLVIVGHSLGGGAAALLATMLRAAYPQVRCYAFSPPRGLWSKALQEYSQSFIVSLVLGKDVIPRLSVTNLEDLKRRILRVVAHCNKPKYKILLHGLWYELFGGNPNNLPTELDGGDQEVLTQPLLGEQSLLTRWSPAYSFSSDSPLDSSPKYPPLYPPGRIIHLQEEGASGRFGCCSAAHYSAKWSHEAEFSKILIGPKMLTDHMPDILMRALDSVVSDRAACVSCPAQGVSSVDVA
OPRM1-OPRD1 ag – agonists of OPRM1-OPRD1 heterodimerization, primary screen, cell-based, luminescence; Mu-type opioid receptor (Homo sapiens) + Delta-type opioid receptor (Homo sapiens), …; cells; activation, % at 9.3 µM; 340,000 compounds, 0.3% hits; in the data active = activation above about 18%;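 note: 0% = vehicle-treated cells and 100% = reference agonist; values of inactives mirror those of a sister screen read the other way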
Pemphigus Ab inh – inhibitors of pemphigus antibody binding to DSG3, primary screen, biochemical, bead-based, flow cytometry, scFv-GFP | Desmoglein-3 (Homo sapiens), P32926 | DSG3-coupled beads, scFv-anti-DSG3-GFP binding; active compounds read low | binding (percent of control), % at 10 µM | 310,000 compounds, 0.48% hits;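 active = binding more than 3 SD below its plate's average and above zero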;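 note: hits lower antibody fragment binding to DSG3; some compounds called inactive have numbers as strong as hits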
PKA-R1A act – activators of PKA-R1A holoenzyme, primary screen, biochemical, fluorescence polarization, Cy5-IP20, bovine R1A, mouse PKAc | cAMP-dependent protein kinase type I-alpha regulatory subunit (Bos taurus) + … | 340,000 compounds, 0.083% hits | PKA-R1A dissociation; scaled: DMSO 0%, 113 µM cGMP 100% | AID 504707, 2011 | activation, % at 11.4 µM;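 active = percent activation above the mean of all tested compounds plus 3 SD, cut at about 19% in these data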;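 note: higher means more PKAc released from R1A so a rise in polarization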
PKA-R2B activ – activators of PKA-R2B holoenzyme, primary screen, biochemical, fluorescence polarization, Cy5-IP20, human; AID 504700, 2011; 340,000 compounds, 0.079% hits; activation, % at 11.4 µM; PKA-R2B holoenzyme dissociation; R2B truncated from residue 108, S112A mutant; 0% DMSO only, 100% 113 µM cGMP; cAMP-dependent protein kinase catalytic subunit beta (Homo sapiens) + cAMP-dependent …;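 active = activation above a cutoff set at the mean over all compounds plus 3 SD, cut at about 18% in these data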;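 note: higher means more holoenzyme dissociation and a rise in polarization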
Starred values were filed as active, the others as inactive; / = not tested or not shown. Compounds as they come, and some 2.4% of all compounds hit somewhere here.

Key to letters – A = HTR5A inv ag; B = Arr AP2 block; C = V-ATPase pH; D = HTR5A ag ctr; E = OPRM1-OPRD1 inv; F = DAGLB inhibitor; G = OPRM1-OPRD1 ag; H = Pemphigus Ab inh; I = PKA-R1A act; J = PKA-R2B activ
Cc1[nH]c2ccccc2c1/C=N/NC(=O)c1ccc(N)cc1
  A: 15; B: 25; C: -3; D: -4; E: 8; F: 2; G: -1.7; H: 107; I: -1; J: -4

O=[N+]([O-])c1ccc(COc2ccccc2CN2CCCCC2)cc1
  A: -7; B: 8; C: 1; D: 2; E: 8; F: -4; G: -1.8; H: 108; I: 3; J: 0

Cn1ncc2c(Nc3cc(Cl)cc(Cl)c3)ncnc21
  A: 5; B: 10; C: -3; D: 1; E: -28; F: 1; G: 5.5; H: 97; I: 3; J: -3

CCCCN([C@H](CO)C(C)C)S(=O)(=O)c1ccccc1Br
  A: 1; B: 4; C: 0; D: 0; E: 11; F: -1; G: -2.1; H: 100; I: -3; J: 0

O=S(=O)(Nc1cccc(-c2ccc(N3CCCCCC3)nn2)c1)c1ccc(C(F)(F)F)cc1
  A: 13; B: 23; C: 7; D: 11*; E: -7; F: -8; G: 1.4; H: 98; I: -9; J: -6

CCOC(=O)c1ccc2c(c1)NCc1cccc(OC)c1O2
  A: -28; B: -12; C: -1; D: 7; E: 3; F: -2; G: -0.5; H: 94; I: -5; J: -10

CC(C)(C)OC(=O)N1CC(O)CC1C(=O)OCC(=O)c1ccccc1 (configuration not stated)
  A: 5; B: 13; C: -3; D: 0; E: 12; F: -2; G: -2.0; H: 97; I: -1; J: 6

Cc1ccc(NC(=O)COC(=O)c2cccc(OC(F)F)c2)cc1S(=O)(=O)N1CCCCC1
  A: -2; B: 23; C: 4; D: 1; E: -6; F: -7; G: 1.3; H: 110; I: 2; J: 3

COc1ccc(CNC(=O)c2ccc(N3CCC4(CC3)CC(c3ccc(Cl)cc3)=NO4)c([N+](=O)[O-])c2)cc1
  A: -25; B: -11; C: 1; D: -2; E: 10; F: 5; G: -1.8; H: 94; I: -3; J: 6

Cc1cccc(C(=O)NCC(=O)N(C)Cc2nc3ccccc3c(=O)[nH]2)c1
  A: 0; B: -1; C: 0; D: 0; E: 16; F: 2; G: -4.1; H: 100; I: -9; J: -4

COc1cccc(-c2csc(NC(=O)Oc3ccccc3)n2)c1
  A: 10; B: 8; C: 0; D: -1; E: 4; F: 0; G: -0.7; H: 109; I: -5; J: -9

Cc1ccc2c(c1)c1c(n2CC(O)CN2CCCCCC2)CCCC1 (configuration not stated)
  A: -8; B: 20; C: -4; D: 2; E: -12; F: -1; G: 2.1; H: 97; I: -5; J: -3

S=C(c1ccc(-c2ccc(Cl)cc2)o1)N1CCCCC1
  A: -27; B: 4; C: 0; D: -3; E: -12; F: -12; G: 2.2; H: 102; I: 6; J: -14

C#CC(C)(C)NC(=O)c1cnc(-c2ccccc2)nc1-c1ccccc1
  A: -8; B: -7; C: 8; D: 2; E: 4; F: -3; G: -0.8; H: 100; I: 6; J: 2

O=C(O)CN1C(=O)C2(OCCCO2)c2ccccc21
  A: -10; B: 6; C: 0; D: -3; E: 9; F: -2; G: -1.7; H: 100; I: 0; J: -1

Shown as a markdown table: 2 of the compounds above.
| molecule | HTR5A inv ag | Arr AP2 block | V-ATPase pH | HTR5A ag ctr | OPRM1-OPRD1 inv | DAGLB inhibitor | OPRM1-OPRD1 ag | Pemphigus Ab inh | PKA-R1A act | PKA-R2B activ |
| --- | --- | --- | --- | --- | --- | --- | --- | --- | --- | --- |
| C#CC(C)(C)NC(=O)c1cnc(-c2ccccc2)nc1-c1ccccc1 | -8 | -7 | 8 | 2 | 4 | -3 | -0.8 | 100 | 6 | 2 |
| COc1ccc(CNC(=O)c2ccc(N3CCC4(CC3)CC(c3ccc(Cl)cc3)=NO4)c([N+](=O)[O-])c2)cc1 | -25 | -11 | 1 | -2 | 10 | 5 | -1.8 | 94 | -3 | 6 |

By substructure, the compounds so far containing sulfur.
Key to letters – A = HTR5A inv ag; B = Arr AP2 block; C = V-ATPase pH; D = HTR5A ag ctr; E = OPRM1-OPRD1 inv; F = DAGLB inhibitor; G = OPRM1-OPRD1 ag; H = Pemphigus Ab inh; I = PKA-R1A act; J = PKA-R2B activ
CCCCN([C@H](CO)C(C)C)S(=O)(=O)c1ccccc1Br
  A: 1; B: 4; C: 0; D: 0; E: 11; F: -1; G: -2.1; H: 100; I: -3; J: 0

O=S(=O)(Nc1cccc(-c2ccc(N3CCCCCC3)nn2)c1)c1ccc(C(F)(F)F)cc1
  A: 13; B: 23; C: 7; D: 11*; E: -7; F: -8; G: 1.4; H: 98; I: -9; J: -6

Cc1ccc(NC(=O)COC(=O)c2cccc(OC(F)F)c2)cc1S(=O)(=O)N1CCCCC1
  A: -2; B: 23; C: 4; D: 1; E: -6; F: -7; G: 1.3; H: 110; I: 2; J: 3

COc1cccc(-c2csc(NC(=O)Oc3ccccc3)n2)c1
  A: 10; B: 8; C: 0; D: -1; E: 4; F: 0; G: -0.7; H: 109; I: -5; J: -9

S=C(c1ccc(-c2ccc(Cl)cc2)o1)N1CCCCC1
  A: -27; B: 4; C: 0; D: -3; E: -12; F: -12; G: 2.2; H: 102; I: 6; J: -14

Further results.
Key to letters – A = HTR5A inv ag; B = Arr AP2 block; C = V-ATPase pH; D = HTR5A ag ctr; E = OPRM1-OPRD1 inv; F = DAGLB inhibitor; G = OPRM1-OPRD1 ag; H = Pemphigus Ab inh; I = PKA-R1A act; J = PKA-R2B activ
NS(=O)(=O)c1ccc(NC(=O)COC(=O)c2ccc3c(c2)OCCO3)cc1
  A: 3; B: -11; C: 4; D: -1; E: -3; F: 0; G: 0.7; H: 117; I: -4; J: 2

Cc1ccc(NC(=S)N2CCCC2)cc1Cl
  A: -6; B: -15; C: 0; D: -1; E: 11; F: -2; G: -2.0; H: /; I: -4; J: -6

Cc1ccc(SCc2nnc(NC(=O)c3ccccc3)s2)cc1
  A: -9; B: 1; C: 1; D: 8; E: 2; F: 0; G: -0.5; H: 98; I: -9; J: -4

Cc1ccc(C2=NCCNC2=O)c(C)c1
  A: -41; B: 7; C: -5; D: 3; E: -7; F: 3; G: 1.3; H: 110; I: 5; J: -7

O=C(CSc1n[nH]c(=O)[nH]c1=O)Nc1ccccc1C(=O)c1ccccc1
  A: -8; B: -2; C: -2; D: 0; E: 8; F: -1; G: -1.6; H: 89; I: 9; J: 3

CCn1c(C(=O)N2CCC(C(=O)NCCCSC3CCCCC3)CC2)cc2sccc21
  A: -9; B: 13; C: -2; D: -3; E: 3; F: -3; G: -0.5; H: 103; I: -10; J: -11

C=CCN(Cc1ccc(Cl)s1)C(=O)c1ccc(F)c(S(=O)(=O)N2CCOCC2)c1
  A: -10; B: 2; C: 2; D: 2; E: 9; F: -1; G: -1.8; H: 130; I: 2; J: 8

COc1cc2c(CCNC(C)=O)c[nH]c2cc1Cl
  A: -51; B: 0; C: -2; D: 5; E: -3; F: 1; G: 0.6; H: 109; I: -5; J: 3

Cc1ccc(C)c(N=Nc2nc3ccccc3n2C)c1
  A: -30; B: -3; C: 1; D: 4; E: -11; F: 13; G: 1.9; H: 99; I: 6; J: -7

c1ccc2sc(N3CCCCC3)nc2c1
  A: 0; B: 42; C: -1; D: 0; E: 10; F: -2; G: -2.0; H: 94; I: 6; J: -3

Cn1cccc1C(=O)C(=O)Nc1ccc(Cl)cc1
  A: -10; B: -3; C: 2; D: 4; E: -10; F: -5; G: 2.3; H: 105; I: 0; J: 8

O=C(CSC(=O)c1ccccc1)Nc1ccccc1F
  A: 2; B: 6; C: 3; D: 0; E: 6; F: -2; G: -1.1; H: 132; I: 2; J: -13
